Source: PubChem BioAssay
TRb-SRC2 inh = inhibitors of human thyroid hormone receptor beta-SRC2 interaction; P10828; TRbeta-SRC2 peptide binding, fluorescence polarization; receptor liganded with 1 µM T3; Potency, µM (top dose mostly 106 µM), for inactives: at the highest dose activity change, negative = inhibition, actives largely listed as inhibitors; 0.065% of 280,000 active;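 note: plate controls were bound peptide for no effect and peptide without receptor for full effect; nearly all actives have a fitted effect of over 50% in size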
Target sequence (P10828 whole entry, looked up): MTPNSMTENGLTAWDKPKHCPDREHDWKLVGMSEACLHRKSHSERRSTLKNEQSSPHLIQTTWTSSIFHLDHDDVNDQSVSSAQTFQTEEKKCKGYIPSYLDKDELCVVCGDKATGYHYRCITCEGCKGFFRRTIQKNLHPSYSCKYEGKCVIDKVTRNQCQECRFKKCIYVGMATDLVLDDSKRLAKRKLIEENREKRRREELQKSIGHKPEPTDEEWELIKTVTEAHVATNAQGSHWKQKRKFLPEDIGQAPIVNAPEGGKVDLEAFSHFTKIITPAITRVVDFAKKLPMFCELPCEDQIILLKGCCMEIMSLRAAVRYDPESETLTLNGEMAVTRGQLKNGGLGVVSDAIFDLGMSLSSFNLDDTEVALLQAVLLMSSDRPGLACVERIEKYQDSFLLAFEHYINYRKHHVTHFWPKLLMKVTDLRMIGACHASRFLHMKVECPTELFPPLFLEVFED
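Quantitative HTS by FP: 0.6 uM TRb LBD, 20 nM labeled SRC2 20-mer, 1 uM T3, 5% DMSO; 5 hr ambient incubation; % activity per concentration and potencies from concentration series.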
GLA spleen mod = alpha-galactosidase A (human) modulation; human spleen homogenate, 4MU-alpha-Gal fluorescence, 40 min; Potency, µM (top dose mostly 80 µM), inactives show at the top dose activity change, negative = inhibition, most hits filed as inhibitors; 0.008% of 240,000 active; AID 2107;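 note: 0% = enzyme with vehicle and -100% = no enzyme basal signal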
Target sequence (P06280 32-429 limits assumed): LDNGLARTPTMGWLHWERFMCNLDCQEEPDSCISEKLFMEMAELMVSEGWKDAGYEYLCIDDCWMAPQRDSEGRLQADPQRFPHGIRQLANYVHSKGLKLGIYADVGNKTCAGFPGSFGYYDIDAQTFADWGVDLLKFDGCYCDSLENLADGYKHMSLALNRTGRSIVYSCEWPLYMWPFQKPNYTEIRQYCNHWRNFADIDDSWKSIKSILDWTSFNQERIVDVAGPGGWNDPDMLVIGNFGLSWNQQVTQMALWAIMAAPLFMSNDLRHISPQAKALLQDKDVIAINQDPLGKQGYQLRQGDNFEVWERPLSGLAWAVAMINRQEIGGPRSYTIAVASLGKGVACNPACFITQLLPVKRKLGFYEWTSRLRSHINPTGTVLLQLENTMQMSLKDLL
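Fluorogenic readout (Ex 365/Em 440 nm) of 4-methylumbelliferone released from 1 mM 4-MU-alpha-galactoside by spleen homogenate, 40 min at 37C, pH 5.0. Data normalized to no-enzyme and enzyme controls; Hill-equation AC50 from compound titrations.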
Tau fluor counter = counter-screen for tau fibril formation inhibitors | tau K18 P301L Alexa594 fluorescence, heparin fibrillization | Potency, µM (titrated, usually from 57.7 µM), without a hit: at the top dose activity change, negative = decrease | 0.93% of 280,000 active | AID 1463; note: nearly all actives have a fitted effect of over 55% in size
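Human tau K18 P301L (15 uM unlabeled, 0.24 uM Alexa 594-labeled) in 100 mM sodium acetate pH 7 with 20 uM heparin, 6 hr at 37 C. ThT 30 uM added, 1 hr ambient; Alexa 594 FP and total fluorescence read at 555/632 nm.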
Tau fibril ThT = inhibitors of human tau fibril formation, thioflavin T binding. Potency, µM (highest dose often 57.4 µM), for the others: at the highest dose activity, negative = inhibition, most hits filed as inhibitors. P10636. 2.1% of 270,000 active. AID 1460. recombinant tau K18 P301L, heparin-induced fibrillization, ThT fluorescence; note: nearly all actives have a fitted effect of over 55% in size
Target sequence (P10636 561-689 P618L limits assumed): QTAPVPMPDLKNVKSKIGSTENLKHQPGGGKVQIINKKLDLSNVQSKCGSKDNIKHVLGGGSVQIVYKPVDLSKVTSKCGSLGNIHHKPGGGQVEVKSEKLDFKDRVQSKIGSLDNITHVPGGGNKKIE
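ThT emission at 510 nm, taken 1 hr after adding 30 uM dye, quantifies aggregates formed when 20 uM heparin acts on human tau K18 P301L for 6 hr at 37 C.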
ALDH1A1 inh = ALDH1A1 (human) enzyme inhibition; P00352; Purified ALDH1A1, NADH fluorescence, propionaldehyde substrate; Potency, µM (highest dose often 75.3 µM), for inactives: at the highest dose activity, negative = inhibition, most hits filed as inhibitors; 7.3% of 220,000 active; AID 1030; active = well fitted inhibition curve with a large enough effect, not every such curve was filed as active; inconclusive = small, poorly fitted or top-dose-only effect, or another doubt; inactive = no such curve, though single readings can be large or run the other way;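 note: plate controls were no enzyme wells and a reference inhibitor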
L3MBTL1 block = inhibitors of human L3MBTL1 | 0.66% of 230,000 active | Potency, µM (highest dose often 57.1 µM), without a hit: top-dose activity, negative = inhibition, usual class: inhibitors | Q9Y468 | AID 485360 | AlphaScreen L3MBTL1–H3K9me1 peptide binding; note: nearly all actives have a fitted effect of over 60% in size
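First, the protein-peptide complex forms for 30 min at room temperature (L3MBTL1 50 nM, biotinylated H3K9me1 peptide 75 nM). Next, compounds are pin-transferred and incubated 30 min. Finally, AlphaScreen beads are added and read after 30 min.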
TexasRed fluor = counter-screen for TRb-SRC2 inhibitors: fluorescence interference; TRb/SRC2 Texas Red total fluorescence interference; Potency, µM (highest dose often 106 µM), for the others: top-dose fluorescence change, negative = quenching; 0.29% of 280,000 active; AID 1479; active = well fitted curve in either direction with a large enough effect; inconclusive = small, poorly fitted or top-dose-only effect
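Flags fluorescent or light-absorbing compounds by total fluorescence, S + 2P, at 555 nm excitation and 632 nm emission. Mixture: 20 nM Texas Red SRC2 peptide, 0.6 uM human TRb LBD, 1 uM T3, 5% DMSO; compound exposure 5 h at ambient temperature.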
Tau fibril FP = blocks human tau fibril formation measured by polarization; Potency, µM (top dose mostly 57.7 µM), inactives show at the highest dose activity, negative = inhibition, usual class: inhibitors; K18 P301L tau heparin fibrillization, Alexa594 FP, 6 h; 0.39% of 280,000 active; P10636; note: nearly all actives have a fitted effect of over 55% in size
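FP of Alexa 594-tau after heparin (20 uM) induction. Substrate: human K18 P301L, 15 uM unlabeled, 0.24 uM labeled. Buffer 100 mM sodium acetate pH 7. 6 hr, 37 C.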
An asterisk follows results filed as active; ? = inconclusive; nt = no result given; [ ] = another dose, or the depositor's remark. Unless noted, calls come from the whole dose curve; as a rule, active = well fitted curve in the direction sought with a large enough effect; inconclusive = small, poorly fitted or top-dose-only effect, or another doubt; inactive = no such curve, though single readings can be large; an effect the other way counts as inactive or inconclusive. Unless noted, % is set by controls: 0 for no effect and ±100 for the full control effect; potency is the fitted concentration of half-maximal effect.

mol,TRb-SRC2 inh,GLA spleen mod,Tau fluor counter,Tau fibril ThT,ALDH1A1 inh,L3MBTL1 block,TexasRed fluor,Tau fibril FP
COc1ccc(NC(=O)COC(=O)c2c3c(nc4ccccc24)CCCC3)cc1Cl,2%,-9%,?,-19%,2%,nt,0%,-16%
COc1ccc2c(CC(=O)O)cc(=O)oc2c1,-5%,19%,-7%,nt,nt,nt,1%,-5%
FC(F)Oc1ccc(NC(=S)NCCc2ccccn2)cc1,4%,-6%,-8%,-2%,-12%,nt,-2%,4%
COc1ccc(-c2cc(C(=O)N3CCCc4ccccc43)no2)cc1OC,-13%,-7%,-27%,?,?,-9%,1%,-15%
COC(=O)C(Cc1ccccc1)P(=O)(c1ccccc1)c1ccccc1 (stereo unspecified),-5%,3%,9%,1%,0%,3%,-1%,4%
Cc1cc(=O)c2cc(C(=O)c3ccccc3)ccc2[nH]1,1%,0%,9%,9%,nt,nt,-1%,3%
CCOC(=O)C1=C(C)NC(=O)CC1c1cc(OC)c(OC)cc1Br (stereo unspecified),-13%,-1%,-5%,-7%,8%,-6%,-1%,-2%
Cc1cccc(NC(=O)C2CC(=O)n3cnnc3S2)c1 (stereo unspecified),-3%,7%,-10%,?,0.71µM*,nt,0%,3%
Cc1nc(CC(=O)c2ccc(O)c(C)c2O)cs1,5%,-1%,-14%,-14%,nt,-1%,-2%,0%
COc1ccc(CNC(=O)Cn2nc(-c3ccc4c(c3)OCCO4)ccc2=O)cc1,-4%,-1%,-9%,-13%,?,-3%,-1%,1%
C=CCn1c(C(C)NC(=O)c2cccs2)n[nH]c1=S (stereo unspecified),5%,3%,3%,3%,11%,0%,0%,2%
Cc1cccc(C)c1NC(=O)C(=O)NCC(c1cccnc1)N1CCc2ccccc21 (stereo unspecified),-11%,nt,-1%,9%,nt,nt,-18%,-5%
CCN(CC)C(=S)NC(=O)C12CC3CC(CC(C3)C1)C2,11%[53 µM],-4%,-8%,5%,?,-6%,-1%[53 µM],-6%
Cc1ccc2c(c1)cc1c(=O)n(CC(=O)NC3CCCCC3)nc(C)n12,7%,nt,-1%,2%,nt,nt,5%,4%
O=C1c2ccccc2C(=O)N1CCc1ccccn1,4%,3%,5%,7%,9%,3%,-1%,2%
COc1ccc(CCNC(=O)/C=C\c2ccccc2)cc1OC,-6%,8%,-13%,?,-6%,5%,-3%,-7%
CCOC(=O)c1c(C)noc1-c1ccco1,-1%,-4%,3%,2%,?,2%,-5%,4%
CC(C)Cc1nc(N2CCOCC2)c(C#N)c2c1CCC2,-2%,-2%,-7%,-10%,?,14%,-4%,5%
CS(=O)(=O)N1CCC(Oc2ccccc2C(=O)NC(C2CC2)C2CC2)CC1,-8%,6%,-15%,-13%,?,-1%,0%,-10%
COc1cc(C(=O)NCc2nnc(SCC(=O)N3CCCc4ccccc43)o2)cc(OC)c1OC,-3%,5%,-17%,-11%,-2%,nt,0%,-10%
Cc1ccnc(NS(=O)(=O)c2ccc(NC(=O)C3CC=CCC3C(=O)O)cc2)n1 (stereo unspecified),-2%,-1%,-12%,-9%,5%,-1%,-3%,-7%
COC(=O)c1nnn(-c2ccc(Cl)c(Cl)c2)c1C(=O)OC,3%,-1%,-6%,-1%,2%,15%,0%,-11%
Cc1ccc(S(=O)(=O)N/N=C/c2ccc(OCC(=O)N3CCOCC3)cc2)cc1,0%,-1%,-4%,-3%,?,-4%,-1%,-6%
Cc1cc2c(c(SCC(=O)N(C)c3ccccc3)n1)C(=O)OC2,-6%,2%,2%,-5%,0%,-1%,3%,-10%
COC(=O)CCCC[C@@H]1SC[C@@H]2NC(=O)N[C@@H]21,3%,-3%,-17%,-13%,0%,nt,-1%,-3%
Cc1cccc(N2CN(Cc3cccnc3)CNC2=S)c1,4%,1%,9%,9%,-4%,10%,-13%,6%
CCOc1ccc(-c2c(C#N)c(N)nc3sc(C(=O)c4ccccc4)c(N)c23)cc1,7%,-5%,-22%,2%,nt,nt,-6%,?
O=C(c1cnccn1)N(c1ccccc1)C1(C(=O)NC2CCCCC2)CCCCC1,4%,5%,-2%,-9%,8%,6%,1%,-5%
COc1ccc(C(=O)Nc2ccc3nc(SCC(=O)N4CCCC4)sc3c2)cc1,-5%,nt,-21%,?,nt,nt,-1%,-6%
CN1CC(=O)N(CC(=O)Nc2ccc(Br)cc2F)C1=O,2%,-2%,-5%,-5%,-6%,2%,-4%,-5%

The last 5 entries of the part before are carried over, then new ones follow.
mol,TRb-SRC2 inh,GLA spleen mod,Tau fluor counter,Tau fibril ThT,ALDH1A1 inh,L3MBTL1 block,TexasRed fluor,Tau fibril FP
Cc1cccc(N2CN(Cc3cccnc3)CNC2=S)c1,4%,1%,9%,9%,-4%,10%,-13%,6%
CCOc1ccc(-c2c(C#N)c(N)nc3sc(C(=O)c4ccccc4)c(N)c23)cc1,7%,-5%,-22%,2%,nt,nt,-6%,?
O=C(c1cnccn1)N(c1ccccc1)C1(C(=O)NC2CCCCC2)CCCCC1,4%,5%,-2%,-9%,8%,6%,1%,-5%
COc1ccc(C(=O)Nc2ccc3nc(SCC(=O)N4CCCC4)sc3c2)cc1,-5%,nt,-21%,?,nt,nt,-1%,-6%
CN1CC(=O)N(CC(=O)Nc2ccc(Br)cc2F)C1=O,2%,-2%,-5%,-5%,-6%,2%,-4%,-5%
CCOC(=O)c1ccccc1NC(=O)c1cn(CC)c2nc(C)ccc2c1=O,9%,-6%,-11%,-16%,?,-4%,1%,3%
Cc1cc(NC(=O)/C=C/c2ccccc2)no1,-4%,6%,-9%,-10%,-5%,nt,-3%,6%
COc1cccc(NC(=S)N(CCCN2CCN(C)CC2)Cc2ccco2)c1,-13%,3%,-1%,-2%,2%,-12%,0%,-4%
O=C(CSCc1c(F)cccc1Cl)NCc1cccnc1,-6%,-12%,4%,6%,?,33%[activator],-3%,6%
CCOC(=O)C1=C(CN2CCC(C)CC2)NC(=O)NC1c1ccc(F)cc1 (stereo unspecified),6%,nt,0%,2%,nt,nt,8%,2%
CC(C)N(c1ccccc1)c1ccc(NC(=O)COC(=O)CCN2C(=O)c3cccc([N+](=O)[O-])c3C2=O)cc1,0%,-11%,?,-16%,2%,-14%,-20%,10%
O=C(COc1ccccc1)NNC(=S)NC(=O)c1ccccc1,-8%,-4%,-6%,-16%,22µM*,2%,-7%,-6%
COCCN1C(=S)NC(c2cccc(C(F)(F)F)c2)C(C(=O)N2CCOCC2)=C1C (stereo unspecified),3%,-1%,-4%,-12%,5%,-1%,-1%,1%
CCOc1ccc2c(c1)OC(c1ccc(OC)cc1)(C(F)(F)F)NC2=O (stereo unspecified),1%,-3%,-10%,-4%,11%,3%,-4%,4%
CCOc1ccc(NC(=O)Cn2ccn(-c3ccc(F)c(F)c3)c(=O)c2=O)cc1,-10%,nt,-16%,-12%,nt,nt,8%,-1%
O=C1CN(c2cc(Cl)cc(Cl)c2)C(=O)CN1/N=C/c1cccnc1,-1%,1%,-5%,4%,-5%,?,3%,-3%
COc1ccccc1-c1cc(C(=O)N/N=C/C=C/c2ccccc2[N+](=O)[O-])c2ccccc2n1,-1%,3%,-27%,-10%,-5%,nt,-1%,15%
CCCCCCc1c(O)nc(SCC(=O)O)[nH]c1=O,-21%,5%,-6%,-4%,?,nt,2%,7%
CCOC(=O)Cn1nc(-c2ccccc2)c2cnc3ccc(C)cc3c21,2%,7%,2%,8%,?,-9%,-3%,5%
COc1cccc(CCN2C(=O)C(=O)N([C@@H](CNCc3ccccc3)Cc3ccccc3F)C[C@@H]2C(C)(C)C)c1,9%,-4%,-5%,0%,nt,nt,2%,3%
CCOC(=O)C1=C(NC(=S)NC(=O)c2ccccc2)c2ccccc2CC1(C)C,2%,-6%,-19%,-13%,20µM*,-11%,0%,-7%
O=C1N/C(=N/N=C/c2ccco2)SC1Cc1ccccc1 (stereo unspecified),-4%,-1%,7%,1%,5%,4%,0%,-8%
Cc1cc(C)c(C)c(OCC(=O)Nc2ccc(S(=O)(=O)Nc3nc(C)cc(C)n3)cc2)c1,-12%,nt,-23%,?,nt,nt,-1%,3%
COc1ccc(-c2ccc(C#N)c(SCC(=O)Nc3sc4c(c3C#N)CCC4)n2)cc1,3%,-5%,0%,5%,-2%,-10%,0%,3%
CCOC(=O)CN1C(=O)CN(c2ccc(C)cc2)C1=O,6%,3%,-11%,1%,9%,7%,0%,5%
COc1ccc(N2CCN(C(=O)CN(C)S(=O)(=O)c3cnc[nH]3)CC2)cc1,3%,1%,-11%,-12%,0%,4%,0%,14%
CCOC(=O)C1CCN(S(=O)(=O)c2ccc(C)cc2)CC1,1%,1%,-2%,-2%,16%,nt,1%,-2%
CN(CCC#N)C(=O)COC(=O)c1ccccc1OCc1ccccc1Cl,-4%,-9%,-11%,-4%,-2%,nt,-5%,5%
O=C(CN1CCCC(O)C1)N1c2ccccc2Sc2ccc(C(F)(F)F)cc21 (stereo unspecified),-5%,2%,-10%,-13%,-3%,-4%,-3%,-6%
O=C(CN1C(=O)CCSc2ccccc21)Nc1cccc(F)c1,-1%,-12%,-3%,4%,11%,0%,-4%,0%
COc1ccc(C(=O)Nc2ccc(C(=O)NCCc3ccc(OC)c(OC)c3)cc2)cc1,-1%,4%,-11%,?,4%,6%,2%,-12%
CC(C)NC(=O)CC(=O)N/N=C/c1ccccc1F,-1%,5%,2%,-2%,2%,-8%,-6%,-10%
COc1cccc(/C=N/NC(=O)c2ccc(CN3c4cccc5cccc(c45)S3(=O)=O)cc2)c1,6%[53 µM],3%,-12%,20%,?,8%,1%[53 µM],?
O=C(Nc1ccccc1)c1nnsc1S(=O)c1ccc(Cl)cc1 (stereo unspecified),-1%,2%,3%,-12%,1.8µM*,0%,2%,-9%
